Casp6 inh: inhibitors of human caspase-6 | inhibition, % at 12.5 µM | P55212 | AID 686996 | actives 0.53% (n = 350,000) | purified caspase-6, Z-VEID-R110 cleavage fluorescence;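 active = mean inhibition across replicates at least about 35%, with every replicate also reaching that limit, limit read from the data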;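 also: 0% = median of neutral control wells and 100% = no fluorescence left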
PglD DTNB: PglD (C. jejuni) enzyme inhibition. purified PglD enzyme, DTNB colorimetric CoA detection. inhibition, % at 12.5 µM. actives 0.098% (n = 360,000); in the data active = inhibition above about 16%, passing the limit was not always enough; also: strong numbers were not always called active
ARNT TACC3 PPI: ARNT/TACC3 interaction disruption. AlphaScreen His-ARNT PAS-B/GST-TACC3 binding, luminescence; TACC3 fragment carries E629A point mutation. inhibition, % at 9.99 µM. actives 0.66% (n = 390,000). AID 623870;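 active = mean inhibition of replicates at least 50% and at least half of replicates each reaching 50%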;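 also: 0% = complete ARNT plus TACC3 wells and 100% = ARNT alone without TACC3; many hits fall short of the cut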
RAD52 anneal inh: RAD52 (human) annealing inhibition. recombinant RAD52 DNA annealing, FRET fluorescence. inhibition, % at 18.7 µM. actives 0.46% (n = 360,000). AID 651710;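 active = every replicate showing at least 50% inhibition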
esBAF inh: inhibitors of esBAF chromatin remodeling in mouse ES cells | reporter increase, % at 12.5 µM | AID 602393 | actives 2% (n = 350,000) | Bmi1-luciferase knock-in reporter, 24 h; 100% = twice the neutral-well signal; in the data active = activation above about 40%;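 also: 0% = median of the plate's neutral control wells and 100% = double that signal; a rise in the Bmi1 reporter signal indicates esBAF inhibition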
ERp5 block: ERp5 (human) disulfide isomerase inhibition. actives 0.05% (n = 350,000). inhibition, % at 9.99 µM. Q15084. ERp5 insulin aggregation, absorbance 650 nm, 90 min;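 active = mean replicate inhibition above about 25%, with every replicate also reaching it, limit read from the data, passing the limit was not always enough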
Target sequence (Q15084 whole entry, looked up): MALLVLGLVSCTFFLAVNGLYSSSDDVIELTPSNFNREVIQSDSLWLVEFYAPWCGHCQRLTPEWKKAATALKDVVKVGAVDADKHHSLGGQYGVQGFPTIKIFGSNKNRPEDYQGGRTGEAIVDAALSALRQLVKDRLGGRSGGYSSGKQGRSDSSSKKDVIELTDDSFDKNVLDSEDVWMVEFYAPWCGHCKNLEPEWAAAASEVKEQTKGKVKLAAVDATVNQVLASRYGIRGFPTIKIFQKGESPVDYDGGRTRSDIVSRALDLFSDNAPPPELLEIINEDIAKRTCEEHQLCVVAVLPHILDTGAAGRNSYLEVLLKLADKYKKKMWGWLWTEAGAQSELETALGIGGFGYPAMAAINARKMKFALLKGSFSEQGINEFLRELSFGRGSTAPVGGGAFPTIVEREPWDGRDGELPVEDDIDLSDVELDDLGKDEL
E-selectin induc: E-selectin induction on HUVECs; P16581; activation, % at 7.58 µM; HUVEC E-selectin immunofluorescence imaging; normalized: neutral wells 0, TNF-alpha wells 100; actives 0.37% (n = 260,000);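 active = mean E-selectin-positive cell signal at least 10% of the positive control, reached in at least 60% of replicates, without over 20% cell loss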;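 also: in these data hits start at about 27%; measured in HUVEC primary endothelial cells; signal is the percent of cells scored E-selectin positive by PE staining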
Target sequence (P16581 whole entry, looked up): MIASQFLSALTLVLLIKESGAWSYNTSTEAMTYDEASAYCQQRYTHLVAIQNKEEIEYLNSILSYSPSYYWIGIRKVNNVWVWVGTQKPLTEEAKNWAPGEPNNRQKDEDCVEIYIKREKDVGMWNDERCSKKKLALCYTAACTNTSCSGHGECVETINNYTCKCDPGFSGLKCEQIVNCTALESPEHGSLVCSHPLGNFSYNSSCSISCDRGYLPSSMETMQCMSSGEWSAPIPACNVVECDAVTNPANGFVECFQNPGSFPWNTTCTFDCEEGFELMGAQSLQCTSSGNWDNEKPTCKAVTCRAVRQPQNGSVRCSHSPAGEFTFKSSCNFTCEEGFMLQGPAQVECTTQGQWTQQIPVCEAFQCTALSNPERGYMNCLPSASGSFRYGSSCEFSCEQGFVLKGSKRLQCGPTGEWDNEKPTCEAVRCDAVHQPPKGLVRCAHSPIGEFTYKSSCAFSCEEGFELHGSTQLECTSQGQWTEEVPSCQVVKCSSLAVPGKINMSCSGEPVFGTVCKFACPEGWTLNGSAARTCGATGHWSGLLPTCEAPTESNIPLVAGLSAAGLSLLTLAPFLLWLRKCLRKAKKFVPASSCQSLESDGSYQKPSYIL
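System: HUVEC, human umbilical vein endothelial cells; quantity: 3,000 cells/well; buffer or medium: EGM-2 medium, gelatin-coated wells; dosing: single-point compound dose; detection: immunofluorescence imaging; evaluation: % PE-positive cells; benchmarks: TNF-alpha, DMSO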
RAD54 branch: blocks human RAD54 Holliday junction branch migration. actives 0.14% (n = 360,000). Q92698. FAM/BHQ fluorescence. inhibition, % at 10.4 µM;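 active = mean normalized replicate activity at least 40 and at least half of replicates scoring 40 or more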;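 also: 0% = median of neutral control wells and 100% = median of positive control wells; inhibitors cause a drop in the FAM fluorescence signal; in these data hits start at about 50%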
An asterisk follows results filed as active; nt = not tested or not shown.

SMILES | Casp6 inh | PglD DTNB | ARNT TACC3 PPI | RAD52 anneal inh | esBAF inh | ERp5 block | E-selectin induc | RAD54 branch
C[C@H]1CN([C@@H](C)CO)S(=O)(=O)c2ccc(-c3cccc(F)c3)cc2O[C@@H]1CN(C)C(=O)c1cccc(F)c1 | -1 | 1 | 0 | -1 | -4 | 2 | 0.5 | -2
Cc1noc(C)c1NC(=O)N(C)C[C@H]1OCCCC[C@@H](C)Oc2ccc(NS(=O)(=O)c3ccc(Cl)cc3)cc2C(=O)N([C@@H](C)CO)C[C@@H]1C | 5 | -2 | -8 | -6 | 4 | 0 | nt | 1
CCN(CC(=O)Nc1ccc(OC)cc1)C(=O)c1cc2c(s1)CCCCC2 | -2 | nt | 0 | -1 | 5 | -2 | -5.0 | nt
Nc1ncnc2c1C(c1ccccc1)c1c(ccc3ccccc13)O2 (stereo not given) | 0 | -4 | -9 | -9 | -5 | -3 | 1.1 | -5
C[C@H]1CN([C@@H](C)CO)C(=O)c2cc(NC(=O)CCN3CCOCC3)ccc2O[C@H]1CN(C)S(=O)(=O)c1cn(C)cn1 | 1 | 0 | -3 | -4 | -1 | 1 | 0.1 | -2
CCC(C)(C)NC(=O)C(c1ccc(C)o1)N(Cc1ccc2c(c1)OCO2)C(=O)c1snc(C(N)=O)c1N (stereo not given) | 1 | 4 | 5 | -12 | -2 | 4 | nt | -4
CCOc1cc(N2CCOCC2)c(OCC)cc1NC(=O)[C@H](C)NC(=O)c1ccco1 | 6 | 6 | 12 | 7 | 1 | 5 | nt | 9
CN(Cc1ccccc1)C(=O)c1ccc(COc2ccccc2)cc1 | 1 | -3 | -2 | -12 | 10 | 1 | nt | 0
CCCn1c(-c2ccc[nH]c2=O)nc2cc(C)c(C)cc21 | 3 | nt | -7 | 11 | nt | 0 | nt | nt
COc1cccc(-c2cc(C(=O)N3CCN(Cc4ccccc4)CC3)no2)c1 | 3 | 3 | -5 | -23 | 6 | 1 | nt | -8
CC1(C(=O)NCc2cccnc2)CCC(=O)N1CCc1ccccc1 (stereo not given) | 1 | -1 | -20 | -12 | 5 | -9 | 0.4 | 0
C[C@@H]1CN([C@@H](C)CO)C(=O)c2cc(C3=CCCC3)cnc2O[C@@H]1CN(C)C(=O)c1ccccc1 | 1 | -1 | -1 | 2 | -1 | -6 | 0.9 | 3
Cc1ccc(OCc2ccc(C(=O)N3CCOCC3)cc2)cc1C | nt | -1 | -5 | nt | 7 | nt | nt | -3
CCc1nc(SCC(=O)Nc2ccccc2)c2c(=O)n(C)c(=O)n(C)c2n1 | 0 | 4 | -5 | -13 | nt | 5 | -0.1 | -1
COc1cc(NC(=O)CCN2CC(C)OC(C)C2)cc(OC)c1 (stereo not given) | 1 | 0 | -8 | -8 | -5 | 4 | -0.2 | 1
Oc1ccc(/C=N/n2cnn(Cc3ccccc3Cl)c2=S)c(O)c1 | 9 | nt | -4 | -5 | nt | -6 | 0.0 | nt
CC1(c2nnnn2C2CCCC2)CCC(=O)N1c1ccc2c(c1)OCCO2 (stereo not given) | 0 | nt | nt | -14 | nt | -2 | -3.7 | nt
C[C@@H]1CCCCO[C@@H](CN(C)C(=O)Nc2cccc3ccccc23)[C@H](C)CN([C@@H](C)CO)C(=O)c2cc(NC(=O)Nc3cccc4ccccc34)ccc2O1 | 0 | nt | nt | -4 | nt | -3 | -0.1 | nt
CS(=O)(=O)N1CC(=O)N2[C@H](C1)[C@@H](c1ccc(Br)cc1)[C@@H]2CO | 3 | nt | nt | -2 | nt | -2 | 0.3 | nt
C[C@@H]1CN([C@H](C)CO)C(=O)c2cc(NC(=O)Cn3cnnn3)ccc2O[C@@H]1CN(C)Cc1ccc(C(F)(F)F)cc1 | -1 | -10 | 5 | -24 | 1 | -6 | -0.6 | -3
COC(=O)c1ccc(CSc2n[nH]c(=S)s2)o1 | nt | 5 | -4 | nt | 5 | nt | nt | 0
CCNS(=O)(=O)c1ccc(CCC(=O)NCCc2ccc(OC)cc2)cc1 | -8 | 1 | nt | -4 | 12 | 0 | -0.3 | -4
CC(=O)Nc1ccc(CN(C)c2c(C)nc3ccc(C(=O)NCCCN4CCCC4=O)cn23)cc1 | -16 | 7 | nt | -8 | -6 | 0 | 1.4 | 8
COc1ccc(CCNC(=O)CNC(=O)N2CC(=O)Nc3ccccc32)cc1 | -3 | 0 | nt | -9 | -7 | 0 | 0.7 | 0

Compounds above with a halogen, in the order listed:
SMILES | Casp6 inh | PglD DTNB | ARNT TACC3 PPI | RAD52 anneal inh | esBAF inh | ERp5 block | E-selectin induc | RAD54 branch
C[C@H]1CN([C@@H](C)CO)S(=O)(=O)c2ccc(-c3cccc(F)c3)cc2O[C@@H]1CN(C)C(=O)c1cccc(F)c1 | -1 | 1 | 0 | -1 | -4 | 2 | 0.5 | -2
Cc1noc(C)c1NC(=O)N(C)C[C@H]1OCCCC[C@@H](C)Oc2ccc(NS(=O)(=O)c3ccc(Cl)cc3)cc2C(=O)N([C@@H](C)CO)C[C@@H]1C | 5 | -2 | -8 | -6 | 4 | 0 | nt | 1
Oc1ccc(/C=N/n2cnn(Cc3ccccc3Cl)c2=S)c(O)c1 | 9 | nt | -4 | -5 | nt | -6 | 0.0 | nt
CS(=O)(=O)N1CC(=O)N2[C@H](C1)[C@@H](c1ccc(Br)cc1)[C@@H]2CO | 3 | nt | nt | -2 | nt | -2 | 0.3 | nt
C[C@@H]1CN([C@H](C)CO)C(=O)c2cc(NC(=O)Cn3cnnn3)ccc2O[C@@H]1CN(C)Cc1ccc(C(F)(F)F)cc1 | -1 | -10 | 5 | -24 | 1 | -6 | -0.6 | -3

More results follow:
SMILES | Casp6 inh | PglD DTNB | ARNT TACC3 PPI | RAD52 anneal inh | esBAF inh | ERp5 block | E-selectin induc | RAD54 branch
COCC(=O)Nc1ccc2c(c1)C(=O)N(C)[C@H]1CC[C@@H](CC(=O)Nc3ccccc3)O[C@@H]1CO2 | 3 | -1 | -1 | -11 | 0 | 9 | 0.3 | 4
CCCCCC(=O)Nc1ccc(Cc2ccncc2)cc1 | nt | 3 | 1 | nt | -2 | nt | nt | 9
Fc1cnc(N2CCOCC2)nc1N1CCOCC1 | -1 | nt | 0 | -20 | nt | 1 | nt | nt
CC(Oc1ccccc1)C(=O)OCC(=O)NC(=O)NCc1ccco1 (stereo not given) | 7 | 1 | 0 | -8 | -11 | 1 | nt | -3
O=C(CCS(=O)(=O)Cc1ccccc1)Nc1nnc(C(F)(F)F)s1 | -2 | 1 | nt | -15 | -3 | -2 | nt | -4
O=C(C[C@H]1CC[C@H](NS(=O)(=O)c2ccc(F)cc2)[C@H](CO)O1)NCc1ccc(Cl)c(Cl)c1 | -1 | 13 | 7 | -7 | -6 | 3 | -1.8 | 0
Cc1csc(N2CCN(c3cc4c(cc3Cl)nc(-c3ccncc3)n4CCCN3CCCC3)CC2)n1 | -74 | -2 | 6 | 98* | 2 | 3 | 0.1 | 10
Cc1cc(C)c2nc(N3CCCC(C(=O)N4CCC(C(N)=O)CC4)C3)sc2c1 (stereo not given) | nt | 1 | 1 | 0 | 20 | -4 | nt | 2
Cc1ccc(C(=O)N2CCNC(=O)C2CC(=O)Nc2ccc(F)cc2)cc1C (stereo not given) | 0 | 1 | -7 | -2 | -9 | -8 | 0.4 | 2
Cc1ccc(C2CC2c2n[nH]c(=S)n2-c2cccc(C)c2)cc1 (stereo not given) | 19 | nt | 11 | -1 | nt | 1 | nt | nt
C[C@@H]1CCCCO[C@@H](CN(C)S(=O)(=O)c2ccccc2)[C@@H](C)CN([C@@H](C)CO)C(=O)c2cc(NC(=O)Cc3ccccc3)ccc2O1 | -2 | -3 | 1 | -22 | 17 | -2 | nt | -3
COCCCn1c(SCC(=O)NC2CCCCC2)nc2ccccc2c1=O | -2 | 0 | -3 | -11 | 6 | -3 | 4.1 | 4
CC1=NNC(=O)c2ccccc2O1 | 9 | -2 | 4 | -18 | 3 | -1 | 2.3 | -2
COc1cc(-c2csc(NC3CCCCC3)n2)cc(OC)c1OC | -2 | 1 | nt | -19 | -1 | 2 | nt | 0
CCN1C(=O)CC2CCCC1C2 (stereo not given) | -3 | nt | -8 | 5 | nt | 3 | nt | nt
CN(C)c1nc(N)nc(CSc2nnnn2-c2ccccc2)n1 | nt | -3 | 0 | nt | -6 | nt | nt | -1
CCn1c(-c2csc(C(C)C)c2)n[nH]c1=S | -3 | -3 | 3 | 6 | -1 | -2 | -1.3 | 0
CC1CCN(Cc2ccc(NC(=O)CC3Oc4ccccc4NC3=O)cc2)CC1 (stereo not given) | -3 | -2 | -4 | -12 | 1 | -5 | nt | 6
Cc1cc(C)n(-c2ccc3nncn3n2)n1 | -1 | nt | 1 | -9 | -2 | 0 | -0.4 | nt
CCCCC(CC)CNC(=O)CCS(=O)(=O)c1cccc2nsnc12 (stereo not given) | nt | 5 | -5 | nt | -7 | nt | nt | 0
O=C(CNc1ccc(Cl)cc1)c1ccc(Br)cc1 | -1 | 0 | 5 | -12 | -5 | 0 | 3.0 | -6
CN(C(=O)c1ccc(C#N)cc1)c1nnc(-c2ccccn2)s1 | nt | -7 | -5 | nt | 5 | nt | nt | 6
C=CCSc1nc2ccccc2n2cnnc12 | 0 | -8 | -3 | -16 | 6 | 4 | -0.3 | -2
COc1ccc(C(=O)C2CCN(S(=O)(=O)c3ccc4c(c3)OCCO4)CC2)cc1 | nt | -2 | -1 | nt | -11 | nt | nt | 1
Nc1ccn(-c2ccccc2)c(=O)c1 | nt | 7 | 0 | nt | -2 | nt | nt | -4
Cc1c(-c2ccc(Cl)cc2)[n+](=O)c(-c2ccccc2)cn1[O-] | 1 | -6 | nt | -6 | nt | 1 | 0.0 | -2
CSc1ccccc1NC(=S)Nc1cc(C)cc(C)c1 | nt | 4 | 0 | nt | -6 | nt | nt | -7
Cc1ccc(C(C)n2cc(C(=O)NCc3ccncc3)nn2)cc1 (stereo not given) | nt | -4 | -4 | nt | -5 | nt | nt | -12
COc1ccccc1-c1ccc([C@H]2[C@@H](CO)N3CCCCN(C(=O)NC4CCCC4)C[C@H]23)cc1 | -3 | -1 | -1 | -1 | -7 | 16 | 0.3 | -6
O=C(c1ccc([N+](=O)[O-])o1)N1CCN(Cc2ccccc2)CC1 | 0 | 3 | 1 | -27 | 5 | 2 | -0.2 | -2
C[C@@H]1CN([C@@H](C)CO)C(=O)CCCn2nncc2CO[C@@H]1CN(C)Cc1ccc(Cl)c(Cl)c1 | -2 | 1 | 22 | -1 | 7 | 0 | 0.2 | -17
CCOCCN(C(=O)c1ccccc1Cl)c1ccccc1 | 0 | nt | -17 | -3 | -5 | -7 | 0.7 | nt
CC12CC3CC(C)(C1)CC(C(=O)NNC(=O)c1ccncc1)(C3)C2 | -7 | 8 | -4 | 3 | 8 | -3 | -0.1 | -6
COc1ccc(CCN2C(=O)N(c3ccc(OC)cc3)C(=O)C2CC(=O)Nc2ccc(OC)cc2)cc1 (stereo not given) | 4 | 3 | -2 | -15 | -1 | -1 | 4.2 | -5
C[C@@H]1CN([C@H](C)CO)C(=O)c2cc(NS(=O)(=O)c3cccs3)ccc2O[C@H]1CN(C)C(=O)NC1CCCCC1 | -1 | 1 | -4 | 2 | 5 | 5 | nt | -1
CC(=O)Nc1ccc(S(=O)(=O)Nc2nc3ccccc3nc2Cl)cc1 | 15 | nt | -2 | -14 | nt | 3 | -0.5 | nt
O=[N+]([O-])c1cccc(C(=S)N2CCN(c3ccc(F)cc3)CC2)c1 | -1 | -2 | 4 | -5 | -4 | -5 | nt | -4
CS(=O)(=O)N1[C@H](CO)[C@@H](c2ccccc2)C12CN(Cc1ccccn1)C2 | 1 | nt | nt | -18 | nt | -1 | 0.4 | nt
C[C@@H]1CN([C@H](C)CO)S(=O)(=O)c2ccc(-c3cccnc3)cc2O[C@H]1CN(C)CC1CC1 | 2 | 3 | 3 | 4 | -2 | -3 | -0.2 | 1
COc1cc(C=O)ccc1OC(=O)c1cccnc1 | -2 | 5 | nt | -3 | -2 | 0 | nt | 0
COc1cccc(C(O)c2nc(-c3ccccc3OC)cs2)c1 (stereo not given) | 0 | 8 | nt | 3 | -5 | -4 | 0.0 | -10
Cc1cc(C)c(C)c(SCC(=O)Nc2oc(C)c3c(C)n[nH]c(=O)c23)c1C | 1 | -4 | nt | -23 | -12 | 5 | nt | -15
